Assay outcomes: PubChem, National Center for Advancing Translational Sciences (NCATS)
ATXN2 expr inh: Primary qHTS for Inhibitors of ATXN expression; Potency, µM (highest dose often 57 µM), for the others: at the top dose activity change, negative = inhibition, most hits filed as inhibitors; HEK-293 ATXN2-luciferase reporter, luminescence, 24 h; 360,000 tested, 0.72% active; further: potency means the concentration at half of the fitted maximal effect; on the % scale 0 is the no-effect control and ±100 the full control effect; nearly all actives have a fitted effect of over 55% in size
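ATXN2-luciferase reporter cells (luciferase flanked by upstream and downstream ATXN2 gene portions) were treated 24 h at 37 °C with compounds at up to 57 uM. SteadyGlo luminescence gave expression; GF-AFC fluorescence gave viability.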
MCF10A rerep: A quantitative high throughput screen for small molecules that induce DNA re-replication in MCF 10a normal breast cells; MCF 10A DNA re-replication, Hoechst nuclear intensity, 48 h; Potency, µM (highest dose often 46.1 µM), for inactives: at the top dose activity, positive = re-replication, actives largely listed as activators; 350,000 tested, 2.9% active; AID 624296, 2012; further: potency means the concentration at half of the fitted maximal effect; % of control where 0% means no effect; nearly all actives have a fitted effect of over 50% in size
KB-3-1 tox: qHTS assay for MDR1-selective chemotherapeutics: Primary screen using the parental adenocarcinoma cell KB-3-1; KB-3-1 viability, CellTiter-Glo ATP luminescence, 72 h; AID 1347075, 2019; Potency, µM (doses to about 46.1 µM), without a hit: at the highest dose activity change, negative = cytotoxic, most hits filed as cytotoxic; 400,000 tested, 1.4% active; further: potency means the concentration at half of the fitted maximal effect; on the % scale 0 is the no-effect control and ±100 the full control effect; nearly all actives have a fitted effect of over 60% in size
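Cells are dispensed, compounds pinned in, plates held at 37 °C for 72 h, then CellTiter-Glo is added and luminescence read after 10 minutes. Cell line: parental KB-3-1 in phenol-red-free DMEM, 10% FBS.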
SW480 rereplic: A quantitative high throughput screen for small molecules that induce DNA re-replication in SW480 colon adenocarcinoma cells | SW480 DNA re-replication, Hoechst DNA content imaging, 48 h | Potency, µM (top dose mostly 46.1 µM), for inactives: at the highest dose re-replication activation, most hits filed as activators | 340,000 tested, 1.8% active; further: potency means the concentration at half of the fitted maximal effect; % of control where 0% means no effect; nearly all actives have a fitted effect of over 55% in size
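Readout is total intensity of Hoechst-stained nuclei, excited at 405 nm and collected at 500-530 nm. Compound treatment lasted 48 hr at 37 C in 5% CO2 before staining.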
HT1080-NT tox: qHTS for induction of synthetic lethality in tumor cells producing 2HG: qHTS for the HT-1080-NT fibrosarcoma cell line; HT-1080-NT fibrosarcoma viability, CellTiter-Glo ATP luminescence, 48 h; AID 686970, 2013; Potency, µM (series often up to 46.1 µM), inactives show at the top dose activity, negative = less viability, most hits filed as cytotoxic; 360,000 tested, 1.6% active;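 further: NT is the 2HG producing partner of a matched IDH1 knockdown line; potency means the concentration at half of the fitted maximal effect; 0% = DMSO-treated cells and -100% = media-only wells without cells; nearly all actives have a fitted effect of over 55% in size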
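Read-out is CellTiter-Glo luminescence after 10 minutes at room temperature, following 48 hours' compound treatment of HT-1080-NT cells (750 cells/well, RPMI, 5% FBS, 37 degrees C).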
IL-1B inflam inh: qHTS for Inhibitors of Inflammasome Signaling: IL-1-beta AlphaLISA Primary Screen. THP-1 LPS/ATP IL-1B secretion, AlphaLISA, 16 h; hits give low values. activity change, % at 57.5 µM. 360,000 tested, 4.7% active. AID 743279, 2014; in the data active means activity change below about -50%; inconclusive means mostly about -30% to -49%; further: on the % scale 0 is the no-effect control and ±100 the full control effect
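Secreted IL-1B measured by AlphaLISA bead assay after 16 h compound exposure of THP-1 cells; compounds (final up to 57.5 uM) added 1 h before LPS (250 ng/mL) and ATP (1.25 mM) stimulation; lower signal means less secretion.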
KB-V1 MDR tox: qHTS assay for MDR1-selective chemotherapeutics: Primary screen using the drug-selected MDR subline cells KB-V1; KB-V1 MDR cells viability, CellTiter-Glo, 72 h; 400,000 tested, 3.4% active; AID 1347076, 2019; Potency, µM (series often up to 46.1 µM), for the others: at the top dose activity change, negative = cytotoxicity, actives largely listed as cytotoxic; further: potency means the concentration at half of the fitted maximal effect; on the % scale 0 is the no-effect control and ±100 the full control effect; nearly all actives have a fitted effect of over 60% in size
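In this primary screen, KB-V1 cells overexpressing P-gp are incubated with library compounds (lowest to highest concentration) for 72 h at 37 degrees C before a luminescent ATP viability read.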
ATXN viability: Viability Counterscreen for Primary qHTS for Inhibitors of ATXN expression | S2 cells (HEK-293 line with an ATXN2-luciferase reporter) viability, CellTiter-Fluor protease fluorescence, 24 h | Potency, µM (highest dose often 56.7 µM), actives largely listed as cytotoxic | 400,000 tested, 0.49% active; further: potency means the concentration at half of the fitted maximal effect; nearly all actives have a fitted effect of over 40% in size
HT1080 IDH1KD tx: qHTS for induction of synthetic lethality in tumor cells producing 2HG: qHTS for the HT-1080-IDH1KD cell line | HT-1080 IDH1 knockdown viability, ATP luminescence, 48 h | Potency, µM (series often up to 46.1 µM), for the others: at the highest dose activity, negative = toxicity, usual class: cytotoxic | 360,000 tested, 2% active | AID 686971, 2013;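 further: potency means the concentration at half of the fitted maximal effect; 0% = DMSO wells and -100% = cell-free medium wells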
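HT-1080-IDH1KD cells (IDH1 knocked down), 750/well in RPMI with 5% FBS, treated with compound 48 h at 37 degrees C. Viability by CellTiter-Glo luminescence, normalised to DMSO and no-cell wells; concentration-response curves classed.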
Active calls of the source: *; i = inactive; ? = inconclusive; . = not tested or not shown; [ ] = remark or other dose. Unless noted, the call rests on the fitted dose curve; in most records, active means well fitted curve in the direction sought with a large enough effect; inconclusive means small, poorly fitted or top-dose-only effect, or another doubt; inactive means no such curve, though single readings can be large; an effect the other way counts as inactive or inconclusive. Compounds were not picked by outcome; any-hit rate near 11%.

SMILES | ATXN2 expr inh | MCF10A rerep | KB-3-1 tox | SW480 rereplic | HT1080-NT tox | IL-1B inflam inh | KB-V1 MDR tox | ATXN viability | HT1080 IDH1KD tx
COCCSc1nnc(NC(=O)Cc2ccc(OC)c(OC)c2)s1 | 5%[11.3 µM] | 10% | ? | 23µM* | -11% | 8 | ? | i | -27%
Cc1ccc(S(=O)(=O)CCc2nc3ccccc3s2)cc1C | 0% | 28% | 4% | -7% | -1% | 32 | 12% | i | 1%
O=C(CNC(=O)c1cccc(Br)c1)N/N=C/c1cccs1 | -7% | 1% | 29% | ? | 9% | 1 | ? | i | 12%
COc1cc(C(=O)OCC(=O)Nc2cccc(S(=O)(=O)N3CCOCC3)c2)ccc1OCC(C)C | -2% | -2% | -16% | 0% | -3% | 4 | -4% | i | -5%
Cc1ccc(S(=O)(=O)N2[C@@H](c3cccc(Cl)c3)C(C(=O)O)=CC[C@H]2c2cccs2)cc1 | -8% | 6% | -6% | -5% | 0% | 39 | 13% | ? | 2%
C[C@@H]1CN([C@@H](C)CO)S(=O)(=O)c2ccc(C#CC3CCCCC3)cc2O[C@@H]1CN(C)Cc1cccnc1 | 28µM* | . | 0% | . | ? | -66* | ? | ? | ?
Cc1ccc(S(=O)(=O)/C(=C/Cl)NC(=O)c2ccccc2)cc1 | 10µM* | 4.1µM* | 13µM* | 13µM* | ? | -73* | -11% | ? | 21µM*
CCOc1ccc(C2C(C(=O)Nc3ccccc3)=C(C)Nc3nc(SCc4cccc(OC)c4)nn32)cc1 (stereo unspecified) | 16% | . | 9% | . | . | . | -4% | i | .
CN(C)C(=O)COC(=O)/C=C/c1cn(-c2ccccc2)nc1-c1cccs1 | 0% | 30% | 3% | -22% | -7% | ? | -21% | i | -5%
Cc1cc(Cl)ccc1OCC(=O)NCCOc1nc(N2CCCCC2)nc(N2CCOCC2)n1 | -8% | 3% | 1% | -4% | 5% | 1 | 4.1µM* | i | 1%
COc1ccc(S(=O)(=O)NC2CC(=O)N(c3ccc(C)c(C)c3)C2)cc1 (stereo unspecified) | -13% | -8% | 2% | -91%[inhibitor] | 2% | -14 | -1% | i | 1%
COc1cccc(CNC(=O)CCNS(=O)(=O)c2cccs2)c1 | -1% | 8% | 1% | -4% | 10% | 1 | 20% | i | 8%
COC(=O)c1ccccc1NC(=O)CN(c1ccc(C)cc1)S(C)(=O)=O | -5% | ? | 2% | -9% | 4% | 15 | 0% | i | 4%
N#Cc1cnn(-c2cc(Cl)ccc2Cl)c1N | . | . | -24% | . | 13% | 10 | 8% | i | -4%
CCCN(CC(=O)Nc1ccccc1C)C(=O)c1ccc(N2CCCC(C)C2)c([N+](=O)[O-])c1 (stereo unspecified) | -12% | ? | 1% | -134%[inhibitor] | -18% | -71* | -23% | i | -16%
COc1ccccc1NC(=O)c1ccc(-c2ccc(Br)cc2)o1 | 7% | ? | 5.8µM* | ? | ? | 23 | 3.3µM* | i | 18µM*
CCOC(=O)c1cc(C(=O)Nc2ccccc2F)nn1C | 66%[activator] | . | ? | . | 6% | 19 | -1% | i | -1%
NS(=O)(=O)c1ccc(Sc2ccc3ccccc3c2)nc1 | -22% | 11% | 0% | 7% | -24% | -88* | 3% | i | -23%
CC(C)C(=O)Nc1ccccc1-c1nc2ccccc2[nH]c1=O | . | -2% | 3% | 3% | 5% | 15 | 15% | i | 3%
Cc1nn(C(C)C(=O)NCc2cccs2)c(C)c1[N+](=O)[O-] (stereo unspecified) | . | -2% | 2% | -27% | -2% | -5 | 1% | i | 11%
COc1ccc(NC(=O)CCC(=O)OC(C(=O)c2ccccc2)c2ccccc2)cc1 (stereo unspecified) | 2% | 0% | -3% | -14% | 1% | -20 | 17% | ? | 3%
C=CCn1c(SCC(=O)N2CCCC2)nc2c([nH]c3ccccc32)c1=O | -5% | -1% | 10% | 8% | -6% | 8 | 7% | i | -16%
COCCn1nnnc1CN1CCN(c2cccc(C(F)(F)F)c2)CC1 | -6% | 1% | 7% | 14% | 3% | 15 | -4% | ? | 7%
O=C(NC(c1ccc(Cl)cc1)c1c(O)ccc2ccccc12)c1ccccc1 (stereo unspecified) | 13% | ? | ? | ? | ? | ? | 21µM* | i | ?
COC(=O)c1ccccc1OCCN1CCCCCC1 | -13% | 0% | 24% | -6% | -11% | -12 | -12% | i | 10%

5 entries out of the list above, sorted by the value under IL-1B inflam inh, rising:
| mol | SW480 rereplic | IL-1B inflam inh |
| --- | --- | --- |
| COc1ccc(NC(=O)CCC(=O)OC(C(=O)c2ccccc2)c2ccccc2)cc1 (stereo unspecified) | -14% | -20 |
| COc1ccc(S(=O)(=O)NC2CC(=O)N(c3ccc(C)c(C)c3)C2)cc1 (stereo unspecified) | -91%[inhibitor] | -14 |
| COc1cc(C(=O)OCC(=O)Nc2cccc(S(=O)(=O)N3CCOCC3)c2)ccc1OCC(C)C | 0% | 4 |
| N#Cc1cnn(-c2cc(Cl)ccc2Cl)c1N | . | 10 |
| CCOC(=O)c1cc(C(=O)Nc2ccccc2F)nn1C | . | 19 |

Later entries:
SMILES | ATXN2 expr inh | MCF10A rerep | KB-3-1 tox | SW480 rereplic | HT1080-NT tox | IL-1B inflam inh | KB-V1 MDR tox | ATXN viability | HT1080 IDH1KD tx
CC(C)C[C@H](NC(=O)c1nc[nH]c1C(=O)NCc1ccccc1)C(=O)OC(C)(C)C | ? | ? | -14% | 8% | -3% | 4 | -7% | ? | -26%
CCS(=O)(=O)NCC(c1cccnc1)N1CCN(c2ccc(F)cc2)CC1 (stereo unspecified) | 3% | 21% | 8% | 0%[9.22 µM] | 15% | 18 | 11% | i | 6%
c1ccc(-c2nc(N3CCOCC3)sc2-c2ccccc2)cc1 | 4% | ? | 0% | 19% | -15% | -19 | 13% | i | -18%
CN1C(=O)SC(Nc2cccc3ccccc23)C1=O (stereo unspecified) | 5% | 2% | 1% | -5% | -1% | 16 | 11% | i | 1%
CCOC(=O)c1cccc(NS(=O)(=O)c2ccc3[nH]c4c(c3c2)CCCC4)c1 | ? | . | 3% | . | . | . | 0% | ? | .
C=CCS/C(=N\n1cnc2ccccc2c1=O)N1CCCCC1 | 36% | 2% | -1% | 12% | 4% | 18 | -6% | i | -3%
CC(=O)Nc1nc(CC(=O)c2ccccc2)cs1 | 8% | 22% | 0% | -3% | ? | 20 | 4% | i | 5%
COc1cc(/C=C(\C#N)C(=O)NC2CCCCC2C)ccc1OS(=O)(=O)c1ccc(C)cc1 (stereo unspecified) | -12% | 18µM* | ? | ? | ? | -103* | -27% | i | ?
C/C(=N\NC(=O)c1cc(C)nc2ccccc12)c1ccncc1 | -6% | 12µM* | ? | 5.2µM* | ? | 37 | ? | i | 7.3µM*
COC(=O)CC1SC(=O)NC1=Nc1cccc(C)c1 (stereo unspecified) | 4% | -13% | 10% | -1% | 17% | 0 | 9% | ? | 13%
Cc1nc2ccc(S(=O)(=O)NCC(=O)N3CCc4ccccc43)cc2s1 | -20% | 2% | -4% | -25% | -3% | 30 | -10% | i | -2%
Cc1cc(C(=O)CSc2nnc(-c3cccs3)n2Cc2ccccc2)c(C)n1C | -1% | -6% | -14% | -5%[9.22 µM] | -5% | ? | 0% | i | -5%
COCCN1C[C@@H](CO)O[C@@H](n2cnc3c(N4CCN(CCO)CC4)ncnc32)C1 | 23% | . | 0% | . | ? | 10 | 6% | i | 3%
C=CCn1cc(C(=O)OC)c(=O)c2cc(S(=O)(=O)N3CCCCCC3)ccc21 | -1%[11.3 µM] | 0% | 11% | -29% | -3% | 26 | 22% | i | 0%
O=C(CC(=O)Nc1nc(C23CC4CC(CC(C4)C2)C3)cs1)NCCO | 0% | 8% | -18% | 3% | ? | 45 | -1% | i | ?
CC(C)CCn1nnnc1C(c1ccc(F)cc1)N1CCN(C(=O)c2ccco2)CC1 (stereo unspecified) | 3% | 5% | -12% | 9% | 1% | -10 | -23% | ? | 0%
CN(C)CCNC(=S)NC1CCCCC1 | . | -3% | 0% | -2% | 9% | 0 | -4% | i | 6%
COc1ccc(NC(=O)c2c(C)oc3ccc(O)c(CN4CCN(C)CC4)c23)cc1Cl | -24% | . | 17% | . | . | . | 0% | ? | .
CC(=O)c1sc(NC(=O)CS(=O)(=O)c2ccc(F)cc2)nc1C | 3% | 3% | 0% | -2% | 9% | 22 | 15% | i | 1%
Cc1ccc([N+](=O)[O-])cc1S(=O)(=O)N1CCC(C)CC1 | -18% | 1% | 6% | 0% | 2% | -8 | -2% | i | 0%
CCCN(CCC)S(=O)(=O)c1ccc(C(=O)Nc2ccc(S(=O)(=O)Nc3nnc(CC)s3)cc2)cc1 | -1% | -6% | 10% | -1% | -15% | 17 | 0% | i | -2%
COc1ccc(C)cc1NC(=O)C(=O)NCCc1csc2nc(-c3ccccc3F)nn12 | 3% | . | -6% | . | . | . | 19% | i | .

Looked up above:
KB-V1 MDR tox, CCS(=O)(=O)NCC(c1cccnc1)N1CCN(c2ccc(F)cc2)CC1 (stereo unspecified) stands at 11%
IL-1B inflam inh, c1ccc(-c2nc(N3CCOCC3)sc2-c2ccccc2)cc1 stands at -19
